Screening results as filed in PubChem BioAssay.
PAFAH1B2 inh – blocks human PAF acetylhydrolase 1b catalytic subunit 2. P68402. recombinant PAFAH1B2, FP-rhodamine activity probe, fluorescence polarization. inhibition, % at 3.39 µM. 1.2% of 340,000 active. AID 492953;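 active means inhibition above the mean of all tested compounds plus 3 SD, cut at about 24% in these data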;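 further: 0% = enzyme with DMSO and 100% = wells lacking PAFAH1B2; many of its hits are not listed in these tables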
PREPL inhibitor – inhibits the human prolyl oligopeptidase-like enzyme. recombinant PREPL, fluorescence polarization activity-based probe. inhibition, % at 5.96 µM. 0.68% of 320,000 active. AID 2751; in the data active means inhibition above about 43%;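 further: 0% = enzyme with DMSO and 100% = wells lacking enzyme; many of its hits are not listed in these tables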
pPAFAH inh – pPAFAH (human) enzyme inhibition | recombinant pPAFAH, FP-rhodamine probe fluorescence polarization | 1.5% of 330,000 active | AID 463082 | inhibition, % at 3.39 µM;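 active means inhibition above the mean inhibition across the screen plus 3 SD, cut at about 25% in these data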;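 further: inhibitors block binding of the rhodamine activity-based probe so polarization drops; 0% = enzyme with DMSO and 100% = wells lacking pPAFAH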
GSTO1 inh – GSTO1 inhibition, counter-screen for RBBP9 inhibitors; AID 1974; 1.1% of 300,000 active; recombinant GSTO1, activity-based probe fluorescence polarization; inhibition, % at 5.96 µM; P78417;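 active means inhibition above the campaign mean inhibition plus 3 SD, cut at about 35% in these data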;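 further: 0% = GSTO1-1 with DMSO and 100% = wells lacking GSTO1-1 enzyme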
LYPLA2 counter – blocks human lysophospholipase 2, a PME1 counter-screen. inhibition, % at 5.9 µM. O95372. recombinant LYPLA2, FP-Rh probe fluorescence polarization. 0.38% of 320,000 active;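 active means inhibition above the screen-wide mean plus 3 SD, limit set per campaign, cut at about 26% in these data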;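 further: 0% = LYPLA2 with DMSO and 100% = wells lacking LYPLA2 enzyme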
LYPLA1 inh – blocks human lysophospholipase 1, a PME1 counter-screen. inhibition, % at 5.9 µM. 0.16% of 320,000 active. AID 2174. recombinant LYPLA1, FP-Rh probe fluorescence polarization;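 active means inhibition above the mean of all tested compounds plus 3 SD, set per campaign, cut at about 14% in these data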;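 further: inhibitors block serine hydrolase probe labeling of LYPLA1 so polarization falls; 0% = enzyme with DMSO and 100% = wells lacking LYPLA1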
PAFAH2 FP inh – inhibitors of human PAFAH2 | 0.99% of 340,000 active | inhibition, % at 3.39 µM | recombinant PAFAH2, FP-rhodamine activity probe, fluorescence polarization | Q99487;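 active means inhibition above the mean over all tested compounds plus 3 SD, cut at about 30% in these data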;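 further: inhibitors block probe labeling of enzyme so polarization drops; 0% = enzyme with DMSO and 100% = wells lacking PAFAH2 protein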
PAFAH1B3 inh – PAFAH1B3 (human) inhibition. recombinant PAFAH1B3, FP-rhodamine probe, fluorescence polarization. Q15102. 0.28% of 340,000 active. inhibition, % at 3.39 µM;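 active means inhibition above the screen-wide average of all tested compounds plus 3 SD, cut at about 25% in these data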;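 further: 0% = enzyme with DMSO only and 100% = wells lacking PAFAH1B3 protein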
Target sequence (Q15102 whole entry, looked up): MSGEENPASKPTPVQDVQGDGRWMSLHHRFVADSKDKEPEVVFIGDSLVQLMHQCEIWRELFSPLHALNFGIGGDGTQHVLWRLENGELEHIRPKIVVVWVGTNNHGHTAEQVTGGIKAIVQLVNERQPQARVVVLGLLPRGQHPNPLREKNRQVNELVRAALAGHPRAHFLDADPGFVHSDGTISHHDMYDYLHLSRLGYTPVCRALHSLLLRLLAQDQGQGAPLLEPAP
PAD4 inh – PAD4 (human) enzyme inhibition | Q9UM07 | 0.41% of 330,000 active | inhibition, % at 6.36 µM | recombinant PAD4, RCA probe fluorescence polarization;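 active means percent inhibition above a cutoff equal to the mean of all tested compounds plus 3 SD, cut at about 15% in these data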;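 further: 0% = PAD4 with RCA probe and DMSO and 100% = probe without PAD4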
Target sequence (Q9UM07 whole entry, looked up): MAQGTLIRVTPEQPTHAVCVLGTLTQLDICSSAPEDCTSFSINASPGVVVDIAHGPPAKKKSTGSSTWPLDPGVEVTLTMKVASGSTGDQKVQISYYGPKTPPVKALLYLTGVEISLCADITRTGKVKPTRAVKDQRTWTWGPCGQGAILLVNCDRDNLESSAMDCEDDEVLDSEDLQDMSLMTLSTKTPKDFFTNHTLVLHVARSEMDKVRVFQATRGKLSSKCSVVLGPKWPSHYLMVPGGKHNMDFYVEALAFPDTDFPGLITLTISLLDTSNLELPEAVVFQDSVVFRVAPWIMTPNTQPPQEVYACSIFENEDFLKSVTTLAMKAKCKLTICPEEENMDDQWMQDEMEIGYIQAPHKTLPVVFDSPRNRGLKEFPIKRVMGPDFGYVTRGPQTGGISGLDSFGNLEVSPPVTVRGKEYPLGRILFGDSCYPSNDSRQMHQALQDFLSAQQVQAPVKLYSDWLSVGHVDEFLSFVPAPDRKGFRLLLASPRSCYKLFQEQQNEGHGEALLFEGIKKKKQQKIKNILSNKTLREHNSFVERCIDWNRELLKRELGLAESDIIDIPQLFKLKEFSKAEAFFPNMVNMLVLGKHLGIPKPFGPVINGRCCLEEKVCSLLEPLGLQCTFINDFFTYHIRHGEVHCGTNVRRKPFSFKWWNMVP
* hit, by the source's call; · = not tested or not shown. Some of the compounds tested (hit frequency here may not be typical).

SMILES	PAFAH1B2 inh	PREPL inhibitor	pPAFAH inh	GSTO1 inh	LYPLA2 counter	LYPLA1 inh	PAFAH2 FP inh	PAFAH1B3 inh	PAD4 inh
COc1ccc(Cl)cc1C(=O)NNC(=O)c1csc(N2CCOCC2)n1	0	0	4	-3	0	1	2	7	-3
Cc1cc(C)c(S(=O)(=O)N(CC(=O)O)C2CCCCC2)c(C)c1	7	7	2	-1	1	0	7	12	2
Oc1ccc2c(ccc3[nH]cnc32)c1	2	9	4	-4	4	-1	0	-2	-5
O=S(=O)(NC1CCCCC1N1CCN(c2ccccc2F)CC1)c1ccccc1 (centres undefined)	-2	4	2	3	6	-1	2	-2	-2
COc1ccccc1N1Cc2ccc(OC)c(OC)c2C1=O	0	-7	0	-8	-1	-4	-3	0	-4
COc1ccc(CNC(=O)C2CCCN2C(=O)NCc2ccccc2)cc1 (centres undefined)	-1	-6	-1	-1	4	2	-1	8	1
Cc1ccc(-n2c(SCC(=O)NCc3ccco3)nc3sc(C)c(C)c3c2=O)cc1	-1	3	6	-6	-4	-4	12	-11	2
O=S(=O)(c1ccccc1)[C@@]1(c2ccc(Br)cc2)C[C@@H]2ON=C(c3cccc(Br)c3)[C@@H]2C1	4	-9	-5	-1	2	3	3	6	-2
CC1CCCCN1S(=O)(=O)c1ccc(C(=O)Nc2nnc(C3=COCCO3)o2)cc1 (centres undefined)	8	-6	3	-3	-8	-7	8	9	-5
Cc1cccc(Nc2nc(C)cc(C)c2C#N)c1	-3	3	2	1	7	1	-4	-1	3
O=C(NC1CCCC1)C(=O)c1c[nH]c2ccccc12	2	9	-6	1	15	5	5	5	0
CCOc1ccc(C(=S)N2CCCC2)cc1OCC	1	-6	-1	2	-1	0	-2	5	-2
Cc1ccc(NC(=O)c2ccccc2OCc2c(C)noc2C)cc1S(=O)(=O)N(C)C	5	9	2	·	-2	3	-3	4	-1
COc1ccccc1N1CCN(Cc2cccc(OC)c2OC)CC1	-1	11	-2	-2	11	2	10	0	3
CCN(CC)c1ccc(N2C(=O)C3CCCCC3C2=O)cc1[N+](=O)[O-] (centres undefined)	4	-5	-2	1	-1	3	7	7	-2
COc1ccc2c(=O)c3c(=O)n(-c4ccc(C)cc4)c(-c4ccccc4)nc3oc2c1	·	-15	-3	9	-5	2	·	·	-2
CCCCOc1ccc(-c2nnc(-c3ccncc3)o2)cc1	1	-10	2	-7	22	2	1	7	-4
O=C(/C=C/c1ccc(F)cc1)N1CCc2ccccc2C1	-2	-15	-1	·	-5	-6	2	8	-2
CCN(CCn1cccn1)Cc1cn[nH]c1-c1ccc(OC)cc1F	3	16	6	1	1	0	6	15	-1
CNc1ccc2nnc(C(F)(F)C(F)(F)C(F)(F)F)n2n1	3	-11	4	-8	-4	0	2	9	-1
COC(=O)C1=C(N)Oc2cc(C)[nH]c(=O)c2C1c1ccccc1OC (centres undefined)	5	3	3	-12	2	0	-1	6	-2
COc1ccc(CN=C(C#N)C2=C(O)c3ccccc3C2=O)cc1	-3	11	-3	-11	3	4	6	1	-13
O=[N+]([O-])c1cc2c(cc1Br)CCN2	-3	-1	-2	2	8	8	-2	9	-2
CCCCCCOc1ccc(/C(C)=N/NC2=NCCN2)cc1	-2	8	6	0	4	0	-1	0	0
Cc1ccccc1NC(=S)NC(=O)Cc1ccc(Cl)cc1	3	-3	11	-5	3	-2	9	7	-2

Some of these compounds in order of molar mass, low to high:
SMILES	PAFAH1B2 inh	PREPL inhibitor	pPAFAH inh	GSTO1 inh	LYPLA2 counter	LYPLA1 inh	PAFAH2 FP inh	PAFAH1B3 inh	PAD4 inh
CCOc1ccc(C(=S)N2CCCC2)cc1OCC	1	-6	-1	2	-1	0	-2	5	-2
COc1ccc(CN=C(C#N)C2=C(O)c3ccccc3C2=O)cc1	-3	11	-3	-11	3	4	6	1	-13
COc1ccccc1N1CCN(Cc2cccc(OC)c2OC)CC1	-1	11	-2	-2	11	2	10	0	3
CCN(CCn1cccn1)Cc1cn[nH]c1-c1ccc(OC)cc1F	3	16	6	1	1	0	6	15	-1

New compounds follow:
SMILES	PAFAH1B2 inh	PREPL inhibitor	pPAFAH inh	GSTO1 inh	LYPLA2 counter	LYPLA1 inh	PAFAH2 FP inh	PAFAH1B3 inh	PAD4 inh
O=C(OCCN1C(=O)CCC1=O)c1ccc(S(=O)(=O)N2CCCCC2)cc1	3	9	2	-5	-4	-4	4	14	-5
c1ccc(N2CCOCCOCCOCCOCCOCC2)cc1	0	13	-2	15	3	3	-3	7	4
COc1ccc([C@H]2CC(=O)C=C(c3cccc(Br)c3)C2)cc1OC	10	-1	7	·	·	·	0	2	0
CNC(=O)C1(C)C=CC2(CCCCC2)N1C(=O)OC (centres undefined)	3	0	3	2	3	2	0	2	-6
CCOC(=O)c1sc(=S)n(CC)c1NC(=O)C1CC1	1	11	5	9	-1	-1	-1	-3	0
CC1CCCC(NC(=O)C2c3ccccc3C(=O)N2Cc2cccs2)C1C (centres undefined)	6	-6	5	-5	1	1	1	7	-7
COc1ccc(OCC(=O)Nc2cccc(OC)c2)cc1	-4	2	6	10	-5	-3	-5	0	1
Cc1nn(-c2ccccc2)c2c1C(c1cccc([N+](=O)[O-])c1)N(c1ccccc1)C(=O)N2 (centres undefined)	-7	5	2	-1	-1	1	-34	-12	4
O=C(CSc1nc2ccccc2s1)NCC1CCCO1 (centres undefined)	0	-1	-3	3	1	-2	1	4	-1
Cc1ccc(N(CC(=O)NCc2ccc(F)cc2)C(=O)c2snc(C(N)=O)c2N)cc1C	5	-2	5	-4	-3	-4	0	3	-9
COC(=O)CC1=C(C)C(=O)CC2C(C)(C)CCCC12C (centres undefined)	11	4	-4	6	-2	1	1	-6	-1
O=C(O)c1ccccc1/C=N/N1CCN(C2c3ccccc3-c3ccccc32)CC1	·	-6	3	1	-6	1	·	·	-6
Cc1ccccc1N(CC(=O)Nc1ccc(F)cc1)S(C)(=O)=O	0	-12	4	-2	6	-3	2	4	2
CSc1ccccc1OCc1cc(C(=O)N(C)CCc2c(C)n[nH]c2C)no1	-1	-2	-6	2	-12	-7	-1	8	-2
CNC(=O)/C(C#N)=C/c1cccc(Oc2ccccc2)c1	8	5	5	4	2	3	4	6	2
COc1ccccc1NC(=O)c1cc([N+](=O)[O-])ccc1N1CCOCC1	0	13	1	0	8	3	5	-6	6
COc1cccc(CN2CCN(Cc3nc(C(C)C)cs3)CC2CCO)c1 (centres undefined)	2	3	1	3	2	1	-6	-3	-2
CC1(C)S[C@@H]2[C@H](NC(=O)COc3ccccc3)C(=O)N2C1C(=O)OCc1cc2ccccc2n1S(=O)(=O)c1ccccc1 (some centres undefined)	·	-26	13	-12	-25	-9	·	·	-1
CN=C(NC(=O)Nc1c(C)cccc1C)NC(=O)Nc1c(C)cccc1C	2	13	-2	3	-2	2	-5	0	-2
Fc1ccc(N/N=C(/c2ccccc2)c2ccccn2)cc1	5	4	4	-5	8	-4	-1	8	1
N#Cc1ccccc1NCC(=O)N1CCN(S(=O)(=O)c2ccccc2)CC1	7	6	6	·	1	2	1	6	-1
O=c1cc(-c2ccc(O)cc2)oc2c(C3OCC(O)C(O)C3O)c(O)c(C3OC(CO)C(O)C(O)C3O)c(O)c12 (centres undefined)	4	4	-1	16	3	-1	1	1	0
O=C1[C@@H]2[C@@H]3C[C@@H]([C@H]4ON=C(c5ccc(OCc6ccccc6)cc5)[C@@H]34)[C@@H]2C(=O)N1c1ccc2c(c1)OCO2	-2	-4	4	-4	4	3	-3	2	-2
Cc1cc(NC(=O)C2Oc3ccccc3OC2C)no1 (centres undefined)	1	2	1	-1	-2	1	-1	-3	-2
CC(C)CC(=O)Nc1nnc(SCC(=O)Nc2ccc(F)cc2)s1	3	9	1	-1	7	2	2	-1	-1

In the list so far, these have an aryl thioether with sulfur outside any ring:
SMILES	PAFAH1B2 inh	PREPL inhibitor	pPAFAH inh	GSTO1 inh	LYPLA2 counter	LYPLA1 inh	PAFAH2 FP inh	PAFAH1B3 inh	PAD4 inh
Cc1ccc(-n2c(SCC(=O)NCc3ccco3)nc3sc(C)c(C)c3c2=O)cc1	-1	3	6	-6	-4	-4	12	-11	2
O=C(CSc1nc2ccccc2s1)NCC1CCCO1 (centres undefined)	0	-1	-3	3	1	-2	1	4	-1
CSc1ccccc1OCc1cc(C(=O)N(C)CCc2c(C)n[nH]c2C)no1	-1	-2	-6	2	-12	-7	-1	8	-2
CC(C)CC(=O)Nc1nnc(SCC(=O)Nc2ccc(F)cc2)s1	3	9	1	-1	7	2	2	-1	-1

Returning to the listing with the five entries that preceded the break.
SMILES	PAFAH1B2 inh	PREPL inhibitor	pPAFAH inh	GSTO1 inh	LYPLA2 counter	LYPLA1 inh	PAFAH2 FP inh	PAFAH1B3 inh	PAD4 inh
N#Cc1ccccc1NCC(=O)N1CCN(S(=O)(=O)c2ccccc2)CC1	7	6	6	·	1	2	1	6	-1
O=c1cc(-c2ccc(O)cc2)oc2c(C3OCC(O)C(O)C3O)c(O)c(C3OC(CO)C(O)C(O)C3O)c(O)c12 (centres undefined)	4	4	-1	16	3	-1	1	1	0
O=C1[C@@H]2[C@@H]3C[C@@H]([C@H]4ON=C(c5ccc(OCc6ccccc6)cc5)[C@@H]34)[C@@H]2C(=O)N1c1ccc2c(c1)OCO2	-2	-4	4	-4	4	3	-3	2	-2
Cc1cc(NC(=O)C2Oc3ccccc3OC2C)no1 (centres undefined)	1	2	1	-1	-2	1	-1	-3	-2
CC(C)CC(=O)Nc1nnc(SCC(=O)Nc2ccc(F)cc2)s1	3	9	1	-1	7	2	2	-1	-1
CN1C(=O)c2cccc(NC(=O)Cc3ccccc3)c2C1=O	-2	-2	-11	-4	1	2	-3	6	-4
Cc1cccc(C(=O)NNS(=O)(=O)c2ccccc2)c1O	9	-5	3	5	4	1	6	2	1
COc1ccccc1OCCCCn1ncc2ccc(OC)c(OC)c2c1=O	2	-5	0	4	-5	-2	9	2	2
O=C1Nc2ccccc2Oc2cc([N+](=O)[O-])ccc21	3	16	15	-1	6	0	7	3	1
COc1cc(OC)cc(C(=O)NNC(=O)Cc2cccs2)c1	1	8	20	·	·	·	6	6	-7
O=S(=O)(c1ccc(N2CCCC2)cc1)C(F)(F)F	-1	15	2	8	-10	-1	-2	2	5
Cc1ccsc1C(=O)N1CCN(S(=O)(=O)c2cccc(F)c2)CC1	-4	7	1	9	-2	1	1	0	-2
Cc1ccc2nc(C3CCCN(C(=O)NCc4ccccc4)C3)[nH]c2c1 (centres undefined)	1	2	1	-1	-5	-2	2	3	-1
CCOc1ccccc1C(=O)N(Cc1cccs1)C1CCS(=O)(=O)C1 (centres undefined)	6	12	2	-2	0	2	5	7	-7
COCn1c(-c2cccc(Br)c2)nc2ccccc21	3	13	3	5	7	3	4	9	-1
Cc1cc(Br)ccc1NC(=O)CN(C)C(=O)CSC(=S)N1CCCC1	5	15	0	·	2	-1	-3	17	-2
O=C(NCC1CC1)C1(C(F)(F)F)C/C(=C\Cc2ccccc2)CCCO1 (centres undefined)	1	-3	6	6	-12	-1	-3	9	4
CC(C)COc1cccc(C(=O)Nc2ccc(N3CCOCC3)cc2N2CCOCC2)c1	0	-6	8	3	4	-3	1	0	-1
